Screening results: PubChem, Southern Research Specialized Biocontainment Screening Center
H1N1 NS1A inhibition = H1N1 influenza NS1A inhibitors, functional cell based assay (AID 504329). NS1A functional cell-based assay, percent inhibition; higher % means a stronger effect. inhibition, % at 12.5 µM, or IC50 in µM where a hit was titrated. 340,000 tested, 0.3% active; in the data active = a potency from the dose series; inconclusive = inhibition above about 27% without an active follow-up result; also: strong numbers were not always called active
M. tuberculosis HTS = M. tuberculosis growth inhibition, HTS (AID 449762); inhibition, % at 25 µM, or IC50 in µM where a hit was titrated; M. tuberculosis H37Rv growth inhibition, 7H9 media; higher % means a stronger effect; 330,000 tested, 0.59% active; in the data active = a potency from the dose series; inconclusive = inhibition above about 70% without an active follow-up result;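 also: bacterial growth assessed after seven days of incubation; strong numbers were not always called active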
inhibitors of VEEV = inhibitors of VEEV TC-83 cytopathic effect, confirmation, Vero cells (AID 588727) | one-dose inhibition, % at 20 µM; IC50 in µM for titrated hits | Vero cells, VEEV TC-83 cytopathic effect inhibition; higher % means a stronger effect | 350,000 tested, 0.13% active; in the data active = a potency from the dose series; inconclusive = inhibition mostly from about 14% at the one dose, without a potency; inactive = the rest, 99 in 100 with inhibition below about 12%; also: strong numbers were not always called active
Salmonella PhoP GFP = PhoP regulon inhibitors, Salmonella typhi PhoP promoter GFP reporter, confirmatory (AID 1850). Salmonella Typhi PhoP-promoter GFP reporter, fluorescence, 4 h; higher % means a stronger effect. one-dose inhibition, % at 50 µM; IC50 in µM for titrated hits. 310,000 tested, 0.33% active; in the data active = a potency from the dose series; inconclusive = inhibition mostly from about 25% at the one dose, without a potency; inactive = the rest, 99 in 100 with inhibition below about 19%;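 also: 0% = induced wells with vehicle and 100% = uninduced wells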
M. tuberculosis = growth inhibition of non-replicating M. tuberculosis (AID 488890); 320,000 tested, 0.39% active; Mycobacterium tuberculosis non-replicating, growth inhibition; higher % means a stronger effect; inhibition, % at 25 µM, or IC50 in µM where a hit was titrated; in the data active = a potency from the dose series; inconclusive = inhibition mostly from about 82% at the one dose, without a potency; inactive = the rest, 99 in 100 with inhibition below about 76%;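 also: plate controls were DMSO cells for no effect and high antibiotic wells for full effect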
inhibitors of VEEV 10K pilot screen = further read-out of inhibitors of VEEV, marked with its call; inhibition, %; measured here: 10K pilot screen inhibition
Starred values were filed as active, the others as inactive; i = inactive; ? = inconclusive; . = not tested or not shown.

SMILES | H1N1 NS1A inhibition | M. tuberculosis HTS | inhibitors of VEEV | Salmonella PhoP GFP | M. tuberculosis | others
O=C(CN1CCN(c2ccccc2O)CC1)NC(=O)NC1CCCC1 | 5% | -8% | i | -9% | 42%
O=C(Cn1cnc2c(nnn2Cc2ccc(Cl)cc2)c1=O)N1CCCc2ccccc21 | 3% | 0% | 0.3% | -1% | -3%
CN(Cc1cccc(C(F)(F)F)c1)C(=O)C1CCC(=O)N(CC2CCCCC2)C1 (stereo not given) | 1% | 2% | 4.3% | 8% | 8%
Cc1cccc(-n2c(C)nc3ccc(Cl)cc3c2=O)c1 | -9% | 2% | 2.6% | -7% | 38%
O=C(NCc1cccs1)c1cccn2c(=O)c3sccc3nc12 | -5% | 28% | 1.3% | 16% | 2%
Cc1ccc(-c2cc(-c3ccccc3)c(C#N)c(N)n2)o1 | 9% | 4% | 8.4% | -2% | ?
COCC(=O)N1CCc2ccc(NC(=O)c3ccc(C(F)(F)F)cc3)cc2C1 | -1% | 4% | i | 0% | -12%
O=C(NCc1n[nH]c(=S)n1-c1cccc(Cl)c1)c1ccc(S(=O)(=O)N2CCCC2)cc1 | 4% | 2% | 0.9% | 3% | 2%
COc1ccc(NC(=O)Cn2ccc(C(F)(F)F)n2)cc1S(=O)(=O)N1CCOCC1 | -23% | -3% | 1.0% | . | -6%
COc1cccc(-c2noc(C3CCCN(S(=O)(=O)c4cccc(Cl)c4C)C3)n2)c1 (stereo not given) | -5% | 3% | i | 6% | 8%
NC(=O)c1oc2ccccc2c1NC(=O)c1ccc(F)cc1 | 14% | -5% | 1.9% | -14% | .
CCCCn1c(SCC(=O)c2ccc(OC)c(OC)c2)nc2cc(S(N)(=O)=O)ccc21 | 2% | -6% | 7.8% | -6% | -5%
CN(C)CCSc1nnc2sc3ccccc3n12 | 10% | -6% | i | -1% | 6%
COc1ccc(NS(=O)(=O)c2cccc(NC(=O)NC3CCCCC3)c2)cc1 | -2% | -5% | 0.1% | -1% | 24%
CCOC(=O)C1(CC2CC2)CCN(Cc2ccc3cccc(F)c3n2)CC1 | -6% | -6% | 4.4% | 3% | 6%
CC1(C)O[C@@H]2[C@@H](CO[C@@]3(COS(N)(=O)=O)OC(C)(C)O[C@@H]23)O1 | . | 2% | . | 2% | -5%
CCOC(=O)C1C(=O)CC(C)(O)C(C(=O)OCC)C1c1cc(Br)ccc1OC (stereo not given) | -7% | -4% | i | -5% | 12%
O=C(Nc1nnc(C2CC2)s1)c1ccc(Cl)nc1 | -3% | 3% | 0.6% | . | 36%
COc1ccc(CNc2c(CO)cnc3c2cnn3C)cc1 | 3% | -2% | 5.3% | 7% | 34%
Cc1ccc(-c2cnc(SCC(=O)N3CCCc4ccccc43)n2C)cc1 | 17% | 26% | i | -5% | 50%
CC(C)Oc1ccc(/C=C(/NC(=O)c2ccccc2)C(=O)NCCC(=O)O)cc1 | -2% | -5% | 0.6% | 6% | -12%
O=C(Nc1nc(-c2ccc(S(=O)(=O)N3CCCC3)cc2)cs1)c1ccco1 | 4% | 1% | 1.2% | -4% | 3%
CCN(CC)C(=O)c1cccc2c1C(=O)c1ccccc1-2 | 4% | 2% | i | 15% | 11%
O=C1c2ccccc2N(Cc2ccc(Cl)cc2)C2=NCCN12 | 1% | 2% | 0.1% | -6% | 51%

Ordered by formula weight (smallest number first): 6 of the compounds above.
SMILES | H1N1 NS1A inhibition | M. tuberculosis HTS | inhibitors of VEEV | Salmonella PhoP GFP | M. tuberculosis | others
CN(C)CCSc1nnc2sc3ccccc3n12 | 10% | -6% | i | -1% | 6%
COc1ccc(CNc2c(CO)cnc3c2cnn3C)cc1 | 3% | -2% | 5.3% | 7% | 34%
O=C1c2ccccc2N(Cc2ccc(Cl)cc2)C2=NCCN12 | 1% | 2% | 0.1% | -6% | 51%
CC1(C)O[C@@H]2[C@@H](CO[C@@]3(COS(N)(=O)=O)OC(C)(C)O[C@@H]23)O1 | . | 2% | . | 2% | -5%
COc1ccc(NS(=O)(=O)c2cccc(NC(=O)NC3CCCCC3)c2)cc1 | -2% | -5% | 0.1% | -1% | 24%
CCOC(=O)C1C(=O)CC(C)(O)C(C(=O)OCC)C1c1cc(Br)ccc1OC (stereo not given) | -7% | -4% | i | -5% | 12%

Further structures follow.
SMILES | H1N1 NS1A inhibition | M. tuberculosis HTS | inhibitors of VEEV | Salmonella PhoP GFP | M. tuberculosis | others
COc1ccc(C(=O)NCC(c2ccco2)N2CCCCC2)cc1S(=O)(=O)Nc1ccc(C)cc1 (stereo not given) | -2% | . | i | . | .
Cc1nn(-c2ccccc2)c(N2CCCC2)c1/C=C1\N=C(c2ccc(F)cc2)OC1=O | -1% | 22% | 0.5% | -12% | 38%
Cc1cc(S(=O)(=O)Nc2ccc(C(=O)NCCCn3ccnc3)cc2)ccc1F | -2% | -1% | 2.0% | -5% | 11%
CC1(C)Cc2c(c(N3CCOCC3)nc3sc(C(=O)Nc4ccc(Cl)cc4)c(N)c23)CO1 | 10% | 1% | 1.4% | 2% | 18%
Cc1ccc(CNC(=O)COC(=O)CCC(=O)c2cccs2)cc1 | 6% | 4% | i | 1% | 51%
CCOC1=C/C(=C/c2c(N)n3nc(S(=O)(=O)CC)sc3nc2=O)C=CC1=O | 9% | -1% | 0.3% | -8% | 11%
CCc1ccc(C(=O)C(C)OC(=O)Cn2cnc3c2c(=O)n(C)c(=O)n3C)cc1 (stereo not given) | 9% | 5% | 0.5% | -7% | -9%
CC1CCN(S(=O)(=O)c2ccc(NC(=O)N3c4ccccc4Sc4ccccc43)cc2)CC1 | 1% | -19% | 1.8% | -1% | 12%
COC(=O)Cn1cnc2c(nnn2-c2ccc(F)cc2)c1=O | 3% | 0% | 0.1% | -3% | -18%
Cc1ccc(-c2nc3ccccc3c(=O)n2NC(=O)c2cccs2)cc1 | -2% | 11% | 0.8% | -7% | -8%
Cc1oc(C(C)(C)C)c(CN2CCOCC2)c1C(=O)O | 0% | -1% | 1.4% | 4% | 7%
S=C1CCC(c2ccc(Cl)cc2)=NN1c1ccccc1 | 10% | ? | 0.7% | 5% | 60%
COc1ccccc1-n1c(SCC(=O)Nc2ccc(F)cc2)nc2c(c1=O)SCC2 | 13% | 1% | 11% | 4% | 51%
CC1CC(C)CN(C(=O)CN(C)S(=O)(=O)c2ccc3c(c2)c(=O)n(C)c(=O)n3C)C1 (stereo not given) | -5% | 0% | 1.9% | -7% | 2%
CCCNC(=O)N1C2CCC1CC(O)(c1cccnc1)C2 (stereo not given) | 25% | -11% | i | 5% | -4%
COC(=O)Nc1ccc(S(=O)(=O)NCc2ccccn2)cc1 | -3% | 1% | 1.9% | -2% | 0%
CCOC(=O)C1(CC2CCCCO2)CCN(Cc2nc3ccccc3nc2C)CC1 (stereo not given) | . | 0% | 1.2% | -2% | 2%
O=C(O)c1ccc(-c2noc(-c3cccc(Cl)c3)n2)cc1 | 12% | 2% | 0.4% | . | 53%
O=C(COC(=O)c1ccc[nH]c1=O)NCC12CC3CC(CC(C3)C1)C2 | -2% | 7% | 2.9% | . | 17%
COc1ccccc1N1C(=O)CC1(C#N)c1ccc(OCc2ccccc2)cc1 (stereo not given) | 5% | 2% | 0.6% | -8% | 10%
O=C(CCC(=O)n1ncc2ccccc21)NCc1ccc(F)cc1 | 6% | -4% | 0.8% | -2% | -15% | inhibitors of VEEV 10K pilot screen=0.0
Cc1ccc(-n2ncc3c2CC(C)(C)CC3NC(=O)CCc2cnn(C)c2)cc1 (stereo not given) | -7% | -12% | 6.8% | 4% | 6%
COc1ccc(NS(=O)(=O)c2cc(N)ccc2N2CCOCC2)cc1 | 1% | 0% | 0.1% | 5% | 7%
COc1ccc(S(=O)(=O)N[C@@H](Cc2ccccc2)C(=O)N2CC[C@@]3(O)CCCC[C@H]3C2)cc1 | -2% | -6% | 5.8% | 16% | 7%

Pulled by compound from the entries so far (4):
SMILES | H1N1 NS1A inhibition | M. tuberculosis HTS | inhibitors of VEEV | Salmonella PhoP GFP | M. tuberculosis | others
COc1ccccc1N1C(=O)CC1(C#N)c1ccc(OCc2ccccc2)cc1 (stereo not given) | 5% | 2% | 0.6% | -8% | 10%
CCCNC(=O)N1C2CCC1CC(O)(c1cccnc1)C2 (stereo not given) | 25% | -11% | i | 5% | -4%
CCOC(=O)C1(CC2CCCCO2)CCN(Cc2nc3ccccc3nc2C)CC1 (stereo not given) | . | 0% | 1.2% | -2% | 2%
O=C(O)c1ccc(-c2noc(-c3cccc(Cl)c3)n2)cc1 | 12% | 2% | 0.4% | . | 53%

Next section.
SMILES | H1N1 NS1A inhibition | M. tuberculosis HTS | inhibitors of VEEV | Salmonella PhoP GFP | M. tuberculosis | others
Cc1nc(=O)c(-c2ccccc2)c(C)n1-c1ccccc1C(=O)O | -3% | 0% | 0.4% | -4% | -21%
CCOc1ccc(CN2CCN(Cc3[nH]c4ccccc4c3C)CC2CCO)cc1 (stereo not given) | 16% | 58% | i | 2% | 44%
CCCCCCC(O)(CCN1CCCCC1)c1ccccc1 (stereo not given) | -26% | -2% | 0.9% | -7% | 66%
COc1ccc(S(=O)(=O)N2CCOC2CNC(=O)C(=O)NCc2ccco2)cc1OC (stereo not given) | -15% | -2% | 0.5% | -4% | 30%
COc1cccc(NC(=O)CN(C)C(=O)CNC(=O)c2sc3ccccc3c2Cl)c1 | -6% | -5% | 6.3% | . | 24%
CCOc1ccc(N2CC(C(=O)Nc3nnc(Cc4ccc(OC)c(OC)c4)s3)CC2=O)cc1 (stereo not given) | 8% | 13% | 3.5% | -9% | 26%
Cn1c(Cc2ccccc2)nnc1SCC(=O)Nc1ccccc1 | -6% | -15% | 0.3% | -1% | 22%
COc1ccccc1CNC(=O)Cn1cccc1 | 15% | 2% | 3.7% | -4% | 28%
O=C(NC(=S)Nc1cccc(Cl)c1N1CCCCC1)c1cccs1 | 2% | ? | i | -8% | 54%
CC(C)CC1(C)NC(=O)N(CC(=O)Nc2ccccc2Br)C1=O (stereo not given) | 2% | 2% | i | . | 6%
CCOc1cc(/C=N/NC(=O)CCn2nnc3ccccc32)ccc1O | -9% | -6% | 0.5% | 4% | 2%
O=C(CSc1nc(NS(=O)(=O)c2ccccc2)cc(=O)[nH]1)Nc1ccc(Cl)cc1 | -3% | . | 0.6% | . | .
Cc1cc(C(=O)NCc2csc(-c3ccccc3)n2)no1 | -9% | -13% | 6.3% | -10% | 15%
CC(C)(C)NC(=O)NC(=O)CN1CCN(C(c2ccccc2)c2ccccc2)CC1 | 0% | 2% | i | -13% | 18%
NNC(=S)Nc1ccccc1Cl | -3% | 24µM* | 0.9% | -4% | 70%
Cc1cccc(NC(=S)NNC(=O)c2ccco2)c1 | -6% | -8% | 2.6% | 7% | -11%
CC(=O)N(C)C1(c2nnnn2CCOC(=O)Nc2cccc3ccccc23)CCCC1 | -7% | -5% | 0.9% | 1% | 0% | inhibitors of VEEV 10K pilot screen=0.8
CC1(C)C2([N+](=O)[O-])CN(CCO)CC1([N+](=O)[O-])CN(CCO)C2 | 10% | -1% | i | 7% | 10%
CCOC(=O)c1cc(C)sc1NC(=O)CSc1nnnn1C | -2% | 5% | 1.4% | -6% | -2%
COc1ccccc1-c1nnc(-c2ccc(N3CCOCC3)cc2)o1 | 4% | 24% | 10% | 8% | .
